TMEM16A inh = TMEM16A chloride channel inhibitors, primary screen, cell-based, HTS; Anoctamin-1 (Mus musculus), Q8BHY3; HEK293 TMEM16A/YFP iodide influx fluorescence, ionomycin; normalized B-score (activity score, 25-100; higher = stronger inhibition) at 10 µM; 310,000 tested, 1.2% active; AID 588511, 2011;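 active means ratio plate-corrected score three or more library SD toward inhibition, starting fluorescence score within five deviations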;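 further: score derived from kinetic fluorescence span divided by baseline fluorescence per well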
KCNQ1 pot = potentiators or activators of KCNQ1 channel, primary screen, cell-based, thallium flux, high-throughput | Potassium voltage-gated channel subfamily KQT member 1 (Homo sapiens), P51787 | CHO-K1 KCNQ1, thallium flux FluxOR fluorescence; active compounds read high | B-score at 10 µM | 310,000 tested, 0.35% active | AID 2648, 2010;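 active means fluorescence ratio B-score, a plate-corrected score, at least three library SD, with initial intensity B-score within 5 SD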
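Material: CHO-K1 cells stably expressing KCNQ1. Medium: assay buffer for compound exposure, DMSO matched across wells. Reagent: K+/Tl+ depolarizing stimulus. Compound dosing: single-concentration screen. Times: 37 °C overnight plating, 90-min dark dye load, 20-min compound pretreatment. Technique: FluxOR Tl+ flux fluorescence.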
hERG protect = hERG rescue from dofetilide block, primary screen, cell-based, CHO-hERG, FluxOR thallium flux, dofetilide IC70; activation (rescue from dofetilide block), less the hit threshold, % at 10 µM; Voltage-gated inwardly rectifying potassium channel KCNH2 (Homo sapiens), Q12809; dofetilide IC70 present; 310,000 tested, 0.51% active; AID 1511, 2009;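 active means activation above the mean of controls blocked by dofetilide plus 5 SD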;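 further: thallium influx through hERG after potassium depolarization seen as dye fluorescence rise; in these data hits start at about 4.7%; inactives centre near -7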
KCNQ1 block = inhibitors of human KCNQ1 channel, primary screen, cell-based, thallium flux, high-throughput. B-score at 10 µM. Potassium voltage-gated channel subfamily KQT member 1 (Homo sapiens), P51787. 310,000 tested, 1.3% active. AID 2642, 2010. CHO-K1 KCNQ1, FluxOR thallium flux fluorescence; active compounds read high;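 active means compounds whose thallium flux B-score, printed positive for inhibition, exceeds three library SD while starting fluorescence stays within three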;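 further: channel opened by potassium depolarization with thallium stimulus after 20 min compound exposure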
KCNK9 block = KCNK9 potassium channel inhibitors, primary screen, HEK293 cells, thallium flux. Potassium channel subfamily K member 9 (Homo sapiens), Q9NPC2. FluxOR thallium flux fluorescence; active compounds read low. B-score at 10 µM. 310,000 tested, 1.2% active. AID 488922, 2010;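 active means ratio B-score over 3 SD below the library mean, with starting fluorescence within 5 SD of its mean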;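 further: negative B-score means less thallium flux so channel inhibition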
Target sequence (Q9NPC2 whole entry, looked up): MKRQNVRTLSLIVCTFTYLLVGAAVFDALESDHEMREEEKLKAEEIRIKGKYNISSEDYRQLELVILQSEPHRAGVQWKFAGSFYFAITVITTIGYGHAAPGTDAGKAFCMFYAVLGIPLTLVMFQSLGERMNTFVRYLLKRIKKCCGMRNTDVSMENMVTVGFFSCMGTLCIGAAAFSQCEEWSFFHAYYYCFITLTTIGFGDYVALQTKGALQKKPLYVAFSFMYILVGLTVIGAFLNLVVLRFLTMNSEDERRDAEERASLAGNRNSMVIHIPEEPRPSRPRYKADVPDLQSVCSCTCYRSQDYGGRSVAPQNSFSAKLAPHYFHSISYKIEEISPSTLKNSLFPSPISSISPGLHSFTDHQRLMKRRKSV
TMEM16A act = TMEM16A chloride channel activators or potentiators, primary screen, cell-based, HTS. B-score at 10 µM. Anoctamin-1 (Mus musculus), Q8BHY3. HEK293 TMEM16A/YFP-H148Q/I152L, iodide quench fluorescence; active compounds read low. 340,000 tested, 0.3% active;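 active means fluorescence-ratio B-score plate-corrected deviation score at least 3 library SD below zero, with starting fluorescence score within 5 deviations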;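 further: channel opened by trigger with iodide after compound preincubation; score built on the fluorescence ratio of max minus min over baseline; more negative score means more quench and so TMEM16A activation or potentiation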
RGS4 act = RGS4 potentiators or activators, primary screen, cell-based, HEK293 M3R inducible RGS4, calcium flux; carbachol calcium flux Fluo4; active compounds read low; B-score at 10 µM; 310,000 tested, 0.92% active;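 active means B-score of the integrated calcium signal more than 4 SD below the library mean, with starting fluorescence not abnormally high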;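 further: negative B-score means reduced calcium response which marks RGS4 activation or potentiation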
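Assay system: Inducible-RGS4 HEK293 cells carrying M3 receptor | Schedule: Compound preincubation 20 min at room temperature before agonist | Signal: Kinetic calcium fluorescence imaging with Fluo4-AM dye, 2 µM | Read-out basis: B score from integrated fluorescence ratio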
SKKanGAS inh = S. pyogenes SKKanGAS growth inhibitors in kanamycin, primary screen, streptokinase expression inhibitor project, SKKanGAS strain, BacTiter-Glo luminescence; 6 h; AID 1662, 2009; 300,000 tested, 1.3% active; inhibition, % at 7.5 µM;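 active means mean replicate score, as percent of positive control median, at least 50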;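 further: strain carries kanamycin resistance gene driven by streptokinase promoter and grows in 40 µg/ml kanamycin; loss of luminescence reflects streptokinase promoter inhibition or plain growth inhibition; 0% = median of DMSO wells and 100% = positive control at its reference dose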
RGS4 block = RGS4 inhibitors, primary screen, cell-based, HEK293 M3R inducible RGS4, calcium flux | Regulator of G-protein signaling 4 (Homo sapiens), P49798 | Fluo-4 calcium flux; active compounds read high; triggered by carbachol at its EC20 | B-score at 10 µM | 310,000 tested, 0.45% active | AID 463165, 2010;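 active means B-score, a plate-corrected calcium signal, over three deviations above library mean, with baseline fluorescence within five deviations of library mean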;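 further: RGS4 expression induced by doxycycline in cells with stable M3 receptor; B-score is computed from the integrated fluorescence ratio over baseline after carbachol; higher B-score means a larger calcium signal and so more RGS4 inhibition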
Target sequence (P49798 whole entry, looked up): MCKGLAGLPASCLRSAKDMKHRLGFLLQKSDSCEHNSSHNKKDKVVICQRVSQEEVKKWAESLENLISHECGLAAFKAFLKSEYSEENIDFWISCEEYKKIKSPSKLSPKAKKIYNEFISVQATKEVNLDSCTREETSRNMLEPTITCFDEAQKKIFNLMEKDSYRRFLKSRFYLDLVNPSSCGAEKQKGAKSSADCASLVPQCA
KCNK3 inh = human KCNK3 channel inhibitors, primary screen, CHO cells, FluxOR thallium flux, B-score. FluxOR fluorescence; active compounds read low. B-score at 10 µM. 340,000 tested, 0.84% active. AID 602410, 2012;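 active means B-score under library mean minus 4 SD, starting fluorescence ratio at most library mean plus 5 SD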;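 further: more negative B-score means stronger inhibition of thallium flux through KCNK3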
HDAC3 inh = HDAC3 deacetylase inhibitors, primary screen, biochemical, fluorescence, cell-free homogeneous; Histone deacetylase 3 (Homo sapiens), O15379; recombinant HDAC3, fluorogenic peptide/trypsin coupled; inhibition, % at 8.3 µM; 320,000 tested, 0.15% active; in the data active means inhibition above about 26%, passing the limit was not always enough
Target sequence (O15379 whole entry, looked up): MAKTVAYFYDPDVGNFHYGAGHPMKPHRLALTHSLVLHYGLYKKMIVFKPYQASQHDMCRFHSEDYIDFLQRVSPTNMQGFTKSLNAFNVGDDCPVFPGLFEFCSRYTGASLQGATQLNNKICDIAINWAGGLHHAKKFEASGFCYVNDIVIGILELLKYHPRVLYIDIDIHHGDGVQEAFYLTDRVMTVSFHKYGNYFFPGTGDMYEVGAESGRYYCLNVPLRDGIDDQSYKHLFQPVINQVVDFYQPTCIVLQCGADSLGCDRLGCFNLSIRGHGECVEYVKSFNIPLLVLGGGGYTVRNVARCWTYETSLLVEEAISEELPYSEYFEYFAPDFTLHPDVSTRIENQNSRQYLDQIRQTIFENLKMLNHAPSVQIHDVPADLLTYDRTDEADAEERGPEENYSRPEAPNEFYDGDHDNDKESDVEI
Active calls of the source: *; i = inactive; . = no result given.

canonical_smiles | TMEM16A inh | KCNQ1 pot | hERG protect | KCNQ1 block | KCNK9 block | TMEM16A act | RGS4 act | SKKanGAS inh | RGS4 block | KCNK3 inh | HDAC3 inh
COc1ccc(OCCSc2ncn[nH]2)cc1 | i | i | -11 | i | i | i | i | -5 | i | i | -3
Fc1ccccc1COc1ccccc1CNCc1ccncc1 | i | i | -8 | i | i | i | i | 12 | i | i | -3
O=C(COC(=O)/C=C/c1ccccc1)NCC1CCCO1 (stereo not given) | i | i | -6 | i | i | i | i | 10 | i | i | -1
CC(C)Cc1nc(SCC(=O)N2CC(C)OC(C)C2)c2c(=O)n(C)c(=O)n(C)c2n1 (stereo not given) | i | i | -9 | i | i | i | i | -1 | i | i | -2
O=C(Nc1ccccc1N1CCOCC1)c1ccc(Cl)nc1 | i | i | -3 | i | i | i | i | -6 | i | i | 2
Cc1c(C(=O)N2CCN(c3ccccc3)CC2)sc2ncnc(N3CCC(C)CC3)c12 | i | i | -8 | i | i | . | i | 11 | i | . | 2
CCOc1ccc(S(=O)(=O)N2CCC(C(=O)N3CCc4ccccc4C3)CC2)cc1 | i | i | -11 | i | i | i | i | -3 | i | i | -1
O=C(NCCCn1ccnc1)C(=O)NCC(c1ccco1)N1CCN(c2ccc(F)cc2)CC1 (stereo not given) | i | i | -10 | i | i | i | i | -1 | i | i | 3
CCC1CN(C(=O)N2CCC(C(=O)NCCc3ccccc3)CC2)c2ccccc2O1 (stereo not given) | i | i | -18 | i | i | i | i | 5 | i | i | 4
O=S(=O)(NCc1ccco1)c1ccc2ccccc2c1 | i | i | -6 | i | i | i | i | -6 | i | i | -4
COc1ccc(CNC(=O)CCCCCn2c(SCC#N)nc3cc4c(cc3c2=O)OCO4)cc1 | i | i | -11 | i | i | i | i | 22 | i | i | 1
CS(=O)(=O)Nc1ccc(-c2n[nH]c(=S)n2-c2ccccc2)cc1 | i | i | -5 | i | i | i | i | 4 | i | i | 20
O=C(c1ccccc1[N+](=O)[O-])N1CCC(Cc2ccccc2)CC1 | i | i | -9 | i | i | i | i | -3 | i | i | 2
COc1ccc(C(=O)N/C(=C\c2ccco2)C(=O)NC2CCS(=O)(=O)C2)cc1 (stereo not given) | i | i | -2 | i | i | i | i | 1 | i | i | 6
Cc1cc(NC(=O)C(C)SCC(=O)N(C)CC(=O)Nc2ccc(Br)cc2C)no1 (stereo not given) | i | i | -13 | i | i | i | i | -1 | i | i | 2
Cc1cccc(NC(=S)NNC(=O)c2nn(C)cc2Cl)c1 | i | i | -4 | i | i | i | i | 0 | i | i | 4
Cc1ccc(-n2[nH]c(C)c(/C=C3/C=Nc4ccccc43)c2=O)cc1C | i | i | -6 | i | i | i | i | -6 | i | i | -11
COc1ccc(NC(=O)c2ccc(COc3ccccc3)o2)cc1 | i | i | -16 | i | i | i | i | -11 | i | i | 10
CC(=O)c1ccc(NC(=O)COc2ccccc2C(=O)Nc2ccccc2)cc1 | i | i | -7 | i | i | i | i | 8 | i | i | 11
CCCC(C)NC1=NCCCCC1 (stereo not given) | i | i | 3 | i | i | i | i | 2 | i | i | 2
O=C(Nc1ccccc1)Nn1cnnc1 | i | i | -6 | i | i | i | i | -2 | i | i | -2
NS(=O)(=O)c1ccc(CCNC(=O)CCCNC(=O)c2ccc(Cl)cc2)cc1 | i | i | -6 | i | i | i | i | -3 | i | i | -3
CCOC(=O)Cn1nc(-c2ccc(F)cc2)oc1=O | i | i | -5 | i | i | i | i | 1 | i | i | -3
COc1ccc(-c2nn(-c3ccccc3)cc2C(=O)NC2CCC(C)CC2)cc1 (stereo not given) | i | i | -17 | i | i | i | i | 0 | i | i | 11
COc1ccc(/C=N/NC(=S)Nc2ccccc2)cc1COc1cccc(C)c1C | i | i | -5 | i | i | i | i | -4 | i | i | -4
CCCCNC(=O)CNC(=O)c1nn(-c2ccc(OC)cc2OC)c(=O)c2ccccc12 | i | i | -4 | i | i | i | i | 2 | i | i | -4
CC(C)(C)OC(=O)N/N=C\c1cccnc1 | i | i | -10 | i | i | i | i | -15 | i | i | -2
Cc1nc(C)c(C(=O)Nc2cccc(Cl)c2)o1 | i | i | -11 | i | i | i | i | 5 | i | i | -6
CCN(CC)c1ccc(/C=N/NC(=S)NCc2ccccc2)cc1 | i | i | -10 | i | i | i | i | 28 | i | i | -5
CC(C)Cn1c(-c2cc([N+](=O)[O-])ccc2Cl)nc2c1c(=O)[nH]c(=O)n2Cc1ccccc1 | i | i | -5 | i | i | i | i | 1 | i | i | 4
CC(=O)Oc1ccc2c(=O)c(-c3ccccc3)coc2c1 | i | i | -9 | i | i | i | i | 6 | i | i | 3
O=CNCCCc1nc2ccccc2n1CCc1ccccc1 | i | i | -8 | i | i | i | i | 0 | i | i | -3
CC(=O)O/N=C/c1c(N2CCOCC2)n(C)c2ccccc12 | i | i | -13 | i | i | i | i | 4 | i | i | 1
CC1Cc2cc(-c3csc(NC(=O)Cc4cccs4)n3)ccc2N1S(C)(=O)=O (stereo not given) | 25* | i | -11 | i | i | i | i | . | i | i | 7
CC(C)C[C@@H](CO)N1CCN(Cc2ccc([N+](=O)[O-])cc2)CCC1=O | i | i | -8 | i | i | i | i | 1 | i | i | -1
CCC(CC)C(=O)c1c[nH]c(C(=O)NCc2ccco2)c1 | i | i | -4 | i | i | i | i | 3 | i | i | 4
CCN(Cc1ccncc1)C(=O)c1cc(COc2ccc(C)c(C)c2)on1 | i | i | -10 | i | i | i | i | -17 | i | i | 3
C=CCOc1nc2c(c(=O)n(C)c(=O)n2C)n1Cc1ccc(Cl)cc1 | i | i | -8 | i | i | i | i | -9 | i | i | -2
COCCNc1nc2c(c(=O)n(Cc3ccccc3F)c(=O)n2C)n1C | i | i | -2 | i | i | i | i | -10 | i | i | 1
O=C(NNC(=O)c1ccc(Cl)c([N+](=O)[O-])c1)c1ccncc1 | i | i | -4 | i | i | i | i | 2 | i | i | 4
N#Cc1nc(-c2cccs2)oc1N1CCN(Cc2ccccc2)CC1 | i | i | -4 | i | i | i | i | -2 | i | i | -2
CN1CCCC1CCNc1ccc2oc3ccccc3c(=O)c2c1 (stereo not given) | i | i | -9 | i | i | . | i | 2 | i | . | 1
c1ccc(Nc2cc(Nc3ccccc3)[nH]n2)cc1 | i | i | 0 | i | i | i | i | 23 | i | i | 7
COCCCn1c(SCC(=O)n2c(C)c(C)c3ccccc32)nnc1-c1ccoc1C | i | i | -10 | i | i | i | i | -2 | i | i | 1
CC(CC(=O)O)CC(=O)Nc1ccccc1C(=O)O (stereo not given) | i | i | -10 | i | i | i | i | -3 | i | i | -4
O=C(Nc1nccs1)C(c1ccccc1)N1CCCCC1 (stereo not given) | i | i | -12 | i | i | i | i | -6 | i | i | 2
CCOC(=O)c1c(NC(=O)c2cc(C)oc2C)sc(C(=O)Nc2ccc(Cl)cc2)c1C | i | i | -5 | i | i | i | i | 10 | i | i | 0
Cc1c2n(c3ccccc13)CCN(C)C2 | i | i | -5 | i | i | i | i | 0 | i | i | -6
COc1cccc(/C=N/N2C(=O)CSC2=S)c1O | i | i | -7 | i | i | i | i | 7 | i | i | 6
CCCCNC(=O)c1ccc2c(c1)C(=O)N(Cc1ccncc1)C2=O | i | i | -10 | i | i | i | i | 1 | i | i | -10
COc1ccccc1-c1nnc(Sc2nc([N+](=O)[O-])nn2C)o1 | i | i | -9 | i | i | i | i | 1 | i | i | 6
CCCC(=O)C1=C(O)C(c2cccc(Oc3ccccc3)c2)CCC1=O (stereo not given) | i | i | -7 | i | i | i | i | 29 | i | i | 4
Cc1nc(NC(=O)CSc2nnc(-c3ccncc3)n2C)sc1C | i | i | -10 | i | i | i | i | -8 | i | i | 2
O=C(/C=C/c1ccccc1Cl)NCc1ccccc1 | i | i | -9 | i | i | i | i | 0 | i | i | 2
COc1ccc(C2=NS(=O)(=O)N(C)C(C(=O)N3CCCCC3C)=C2)cc1 (stereo not given) | i | i | -15 | i | i | i | i | -1 | i | i | .
Cn1cnnc1SCc1ccccc1 | i | i | -13 | i | i | i | i | -2 | i | i | -8
COc1ccc(NC(=O)c2ccccc2NC(=O)c2cccs2)cc1 | i | i | -8 | i | i | i | i | -7 | i | i | 7
COC(=O)c1ccccc1NC(=O)COC(=O)CO/N=C(\C)c1ccc2c(c1)OCO2 | i | i | -8 | i | i | i | i | -3 | i | i | -11
COc1ccc(C(=O)NC2CCN(C(=O)Nc3ccc(F)cc3)CC2)cc1 | i | i | -2 | i | i | i | i | -3 | i | i | 8
O=C(Oc1ccc(Cl)cc1)c1ccc(N2CCOCC2)c([N+](=O)[O-])c1 | i | i | -10 | i | i | i | i | -4 | i | i | 4

(cont.)
canonical_smiles | TMEM16A inh | KCNQ1 pot | hERG protect | KCNQ1 block | KCNK9 block | TMEM16A act | RGS4 act | SKKanGAS inh | RGS4 block | KCNK3 inh | HDAC3 inh
O=C(COc1ccc(Cl)cc1)NCCNc1ccc([N+](=O)[O-])cc1 | i | i | -3 | i | i | i | i | -7 | i | i | 1
CC(=O)Cn1ncc(N(C)Cc2ccccc2)c(Cl)c1=O | i | i | -13 | i | i | i | i | -2 | i | i | -2
CCc1noc(C)c1C(=O)N1CCCC(CCC(=O)NCc2ccc(F)c(F)c2)C1 (stereo not given) | i | i | -14 | i | i | i | i | -6 | i | i | -8
COC(=O)c1ccc(N/C(C)=C/C(=O)c2ccc(C)o2)cc1 | i | i | -11 | i | i | i | i | 2 | i | i | -1
